# PME-1 inh – PME-1 (human) inhibition; Q9Y570; recombinant PME-1, FP-Rh probe fluorescence polarization; inhibition, % at 5.9 µM; actives 0.53% (n = 320,000); AID 2130;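 active means inhibition above the campaign mean of all compounds plus 3 SD, cut at about 26% in these data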;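 further: competitive labeling of PME-1 active site by serine hydrolase directed probe; 0% = PME-1 with DMSO and 100% = wells lacking PME-1 enzyme; inhibitors block probe labeling so polarization falls and inhibition rises; many of its hits are not listed in these tables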
# MEX-5 binding – C. elegans MEX-5 TCR-2 RNA binding activity. Q9XUB2. MEX-5/FITC-TCR2 RNA binding, fluorescence polarization; hits give low values. activity score (negative = inhibition of binding), % at 10 µM. actives 0.38% (n = 300,000);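 active means inhibition past about -25% in most replicates, and total fluorescence under double the plate's negative control median, limit read from the data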;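 further: 0% = DMSO and -100% = 5 µM competing unlabeled TCR2 RNA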
# Target sequence (Q9XUB2 whole entry, looked up): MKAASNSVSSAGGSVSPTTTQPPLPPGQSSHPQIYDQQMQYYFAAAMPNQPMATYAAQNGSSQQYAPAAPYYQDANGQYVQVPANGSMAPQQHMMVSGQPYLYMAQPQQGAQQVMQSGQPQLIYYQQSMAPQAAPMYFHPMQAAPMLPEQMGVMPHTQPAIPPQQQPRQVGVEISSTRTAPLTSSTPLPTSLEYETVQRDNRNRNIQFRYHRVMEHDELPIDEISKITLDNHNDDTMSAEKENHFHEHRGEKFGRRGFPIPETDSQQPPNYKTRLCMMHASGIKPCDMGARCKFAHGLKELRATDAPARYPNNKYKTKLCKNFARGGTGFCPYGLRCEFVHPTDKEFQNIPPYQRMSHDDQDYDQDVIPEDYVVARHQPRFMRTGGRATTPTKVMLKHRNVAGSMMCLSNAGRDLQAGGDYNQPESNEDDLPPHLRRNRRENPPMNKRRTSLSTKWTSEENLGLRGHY
# pPAFAH FP inh – inhibitors of human plasma PAF acetylhydrolase (pPAFAH); recombinant pPAFAH, FP-rhodamine probe fluorescence polarization; inhibition, % at 3.39 µM; actives 1.5% (n = 330,000);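 active means inhibition above the mean inhibition across the screen plus 3 SD, cut at about 25% in these data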;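 further: inhibitors block binding of the rhodamine activity-based probe so polarization drops; 0% = enzyme with DMSO and 100% = wells lacking pPAFAH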
# Fam108B inh – counter-screen for RBBP9 inhibitors: inhibitors of mouse Fam108B. recombinant Fam108B, FP-Rh probe fluorescence polarization. inhibition, % at 9.51 µM. actives 0.33% (n = 300,000). AID 1947;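 active means inhibition above the screen mean inhibition plus 3 SD, computed separately per campaign, cut at about 18% in these data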;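 further: inhibitors lower polarization as less probe binds the enzyme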
# AHR act – human AHR activation; P35869; AHR-responsive luciferase reporter cells, luminescence; activation, % at 5 µM; actives 2.5% (n = 320,000); in the data active means activation above about 47%;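 further: 0% = vehicle wells and 100% = reference agonist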
# BCLXL inh – inhibitors of human Bcl-xL. AID 2129. actives 0.7% (n = 320,000). Q07817. GST-Bcl-xL / FITC-Bim BH3 peptide fluorescence polarization. inhibition, % at 10.9 µM;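 active means inhibition above the mean of all tested compounds plus 3 SD, cutoff set per campaign, cut at about 30% in these data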;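 further: 0% = DMSO wells and 100% = unlabeled Bim-BH3 peptide competitor; inhibitors lower millipolarization by displacing the labeled peptide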
# Target sequence (Q07817 whole entry, looked up): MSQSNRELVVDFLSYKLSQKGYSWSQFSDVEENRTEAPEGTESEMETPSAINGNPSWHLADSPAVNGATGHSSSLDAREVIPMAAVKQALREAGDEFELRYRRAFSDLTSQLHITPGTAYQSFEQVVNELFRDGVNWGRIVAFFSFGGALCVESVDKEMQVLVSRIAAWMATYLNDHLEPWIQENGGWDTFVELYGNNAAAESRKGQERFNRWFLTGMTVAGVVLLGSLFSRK
# PAFAH1B2 FP inh – blocks human PAF acetylhydrolase 1b catalytic subunit 2. recombinant PAFAH1B2, FP-rhodamine activity probe, fluorescence polarization. inhibition, % at 3.39 µM. actives 1.2% (n = 340,000). AID 492953;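 active means inhibition above the mean of all tested compounds plus 3 SD, cut at about 24% in these data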;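 further: 0% = enzyme with DMSO and 100% = wells lacking PAFAH1B2; many of its hits are not listed in these tables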
# MCL1-BIM inh – MCL1-BIM-BH3 interaction inhibition (human); Q07820; GST-MCL1 / FITC-Bim-BH3 fluorescence polarization; inhibition, % at 10.9 µM; actives 0.68% (n = 320,000); AID 2057;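 active means inhibition above the mean inhibition of all tested compounds plus 3 SD, set per campaign, cut at about 40% in these data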;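 further: 0% = DMSO wells and 100% = unlabeled Bim-BH3 peptide control; higher means more loss of mP so more displacement of Bim peptide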
# Target sequence (Q07820 whole entry, looked up): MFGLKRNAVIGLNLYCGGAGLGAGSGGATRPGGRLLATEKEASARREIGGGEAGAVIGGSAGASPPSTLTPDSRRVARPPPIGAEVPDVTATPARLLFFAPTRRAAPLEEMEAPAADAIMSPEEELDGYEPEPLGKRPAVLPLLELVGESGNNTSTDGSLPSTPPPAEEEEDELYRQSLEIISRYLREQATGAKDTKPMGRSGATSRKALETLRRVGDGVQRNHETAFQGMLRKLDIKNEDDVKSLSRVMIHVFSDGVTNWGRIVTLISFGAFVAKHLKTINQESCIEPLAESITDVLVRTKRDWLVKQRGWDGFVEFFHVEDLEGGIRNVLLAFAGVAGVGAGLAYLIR
# GLD-1 TGE inh – GLD-1-TGE RNA interaction inhibition (C. elegans) | Q17339 | purified GLD-1 + fluorescein TGE RNA, fluorescence polarization | inhibition, % at 5.96 µM | actives 0.44% (n = 320,000) | AID 2280;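 active means percent inhibition above a per-plate cutoff, the plate mean of test compounds plus 3 SD, cut at about 30% in these data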;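 further: 0% = DMSO wells with GLD-1 and probe and 100% = wells lacking GLD-1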
# * = called active by the depositor; . = not tested or not shown.
SMILES,PME-1 inh,MEX-5 binding,pPAFAH FP inh,Fam108B inh,AHR act,BCLXL inh,PAFAH1B2 FP inh,MCL1-BIM inh,GLD-1 TGE inh
CC(OC(=O)c1nsc(Cl)c1Cl)C(=O)NC1CCCCC1 (configuration not stated),-1,1.5,3,1,-1,2,3,3,0
O=c1nc(N2CCCCCC2)nc(N2CCCCCC2)[nH]1,6,-0.6,1,1,0,-16,-1,-20,2
CCC1(C)COC(C)(CC(=O)NNC(=O)Nc2ccccc2)OC1 (configuration not stated),1,-0.5,3,-3,0,2,0,0,-4
O=C(CSc1n[nH]c(-c2ccccc2)n1)NC1CCCCC1,-1,-1.5,2,-5,0,2,5,-3,2
Nc1c(C(=O)NCc2ccco2)sc2nc(N3CCOCC3)c3c(c12)CCCC3,-4,4.1,19,-3,-6,5,2,6,1
Cc1ccc(C(Sc2ccccc2)C(Cn2cncn2)C(=O)c2ccccc2)cc1 (configuration not stated),-28,0.0,8,-44,0,3,-2,0,7
O=C(Nc1nnc(CCOCCOCCc2nnc(NC(=O)c3ccco3)s2)s1)c1ccco1,2,1.0,9,2,0,12,-3,4,-4
CCOc1cc(CNCCc2ccc(S(N)(=O)=O)cc2)ccc1OCC(=O)NC(C)(C)C,-2,0.9,-2,4,3,5,3,6,-4
CCOC(=O)C(=CNc1ccc(Oc2cccnc2)nc1)C(=O)OCC,2,-7.5,-1,0,3,4,6,11,2
Cc1cccc2c3c([nH]c12)CCNC3,2,-1.5,-3,4,1,2,1,9,5
COc1cc(/C=N/NS(=O)(=O)c2ccc3ccccc3c2)ccc1OCCN1CCOCC1,-1,1.2,0,6,-3,2,1,9,0
CC(=O)Oc1cccc(N2C(=O)c3ccc(C(=O)Nc4c[nH]c(=O)[nH]c4=O)cc3C2=O)c1,14,1.8,1,3,-1,1,3,-6,-12
COc1cccc(OC)c1OCCNCC1COc2ccccc2O1 (configuration not stated),7,0.4,1,6,4,-1,-3,7,-1
O=C(Cn1nnc(-c2ccc(Cl)cc2)n1)NCc1ccco1,0,2.4,3,-2,4,-2,-2,3,5
Cc1ccc(C)c(NC(=O)CCc2nnc3ccc(N4CCCC4)nn23)c1,2,1.5,4,-4,4,8,3,9,2
COc1ccc(NC(=O)CSc2c3c(nc4ccccc24)CCC3)c(OC)c1,-1,1.8,2,-5,36,1,3,2,1
CCOC(=O)c1cc(=O)cc(C(=O)OCC)o1,-7,0.7,2,2,2,0,-3,-1,9
CC(NC(=O)CN1CCOCC1)c1ccc(F)cc1 (configuration not stated),-2,0.0,-4,0,-1,0,7,-4,2
CCCCCNC(=O)c1cccc(S(=O)(=O)N2CC3(C)CC2CC(C)(C)C3)c1 (configuration not stated),-12,0.1,5,-5,4,1,21,-3,8
O=C(CCc1ccccc1)NCCCNC(=O)CCc1ccccc1,-5,.,-6,.,1,3,9,7,5
Cc1cccc(NC(=O)c2cnc3sccn3c2=O)c1,4,0.8,4,0,68*,3,4,7,6
CN(Cc1nc2ccccc2c(=O)[nH]1)C(=O)c1cc2c(s1)CCCCC2,.,.,10,.,3,.,-2,.,-3
CCn1cc(Br)c(C(=O)Nc2nccs2)n1,3,0.0,-4,-4,57*,1,2,-4,6
CCc1nnc(NC(=O)CSc2nnc(Cc3ccccc3)n2-c2ccc(OC)cc2)s1,-3,-1.5,0,1,-1,3,6,2,2
COc1ccc2c(C(=O)c3ccc(C)cc3)n(CCCC(N)=O)[n+]([O-])c2c1,2,-1.5,0,-1,23,6,3,7,6
Nc1n[nH]c(N)c1N=Nc1cccc(C(F)(F)F)c1,11,1.8,11,-1,5,2,8,0,-9
CCN(CC)C(=O)C1CCCN(C(=O)Nc2ccc3nsnc3c2)C1 (configuration not stated),1,0.7,3,8,7,6,2,0,-1
CSCc1c(C(=O)N2CCCc3ccccc32)oc2ccccc12,-3,.,-2,.,12,-2,4,-12,-2
CCCCSCCCNC(=O)C1CCC(CNS(=O)(=O)c2ccccc2)CC1 (configuration not stated),-9,-0.8,10,-1,1,3,1,1,-3
CC1CCN(c2ccc(-c3ccc(NC(=O)c4ccco4)cc3)nn2)CC1,0,1.4,1,-1,0,7,3,-6,2
O=C(O)CCC(=O)Nc1ccc(S(=O)(=O)c2ccc(NC(=O)CCC(=O)O)cc2)cc1,1,-4.2,1,5,-2,9,2,16,-2
CCNC(=O)NC1c2ccccc2CSc2ccccc21 (configuration not stated),-3,-2.3,5,-4,0,7,2,4,0
Cc1ccc(NC(=O)COC(=O)COc2ccc3ccc(=O)oc3c2)cc1[N+](=O)[O-],-2,.,7,.,1,-4,-4,-3,-11
CC(C)(O)C#Cc1ccc(CN2CCCC(CO)(Cc3cccc(Cl)c3)C2)cc1 (configuration not stated),0,-12,-5,0,-4,-3,-4,-3,-18
O=C(CCCn1c(=S)[nH]c2ccccc2c1=O)N1CCOCC1,-2,-1.5,0,2,-1,5,-1,5,0
CCOC(=O)C(=O)c1csc(NC(=O)COc2ccc(N(C)S(=O)(=O)c3ccc(F)cc3)cc2)n1,4,0.0,2,-1,8,6,-3,8,1
CCOC(=O)c1ccccc1NC(=O)C=C(C)C,2,-1.1,2,-1,2,4,-5,-1,3
CCC(=O)Nc1cccc(-c2nnc(-c3cccc(NC(=O)CC)c3)o2)c1,-5,0.6,-7,4,-1,-1,-9,-3,-3
COc1ccc(CCNC(=O)c2cc(S(=O)(=O)N3CCCC3)cn2C)cc1OC,6,1.1,6,0,0,-5,-1,0,0
C1=CCC(CN2CCN(C3CCCCCC3)CC2)CC1 (configuration not stated),-2,-3.3,0,6,0,5,-2,-4,-2
COc1ccc(CN(C)C(=O)c2[nH]c(C)c(C(C)=O)c2C)cc1F,3,-0.8,3,-4,2,2,1,0,2
CCOc1ccc(-n2c(C)c(C(=O)OC)c3cc(O)ccc32)cc1,6,-0.9,13,5,0,4,6,-4,2
CC(=O)c1ccc(OCCCC(=O)Nc2cccc(-c3nn[nH]n3)c2)cc1,-7,-0.6,-1,-6,0,-1,6,-1,-4
Cc1cc(C)nc(NS(=O)(=O)c2ccc(NC(=O)c3nn(-c4ccccc4)ccc3=O)cc2)n1,-1,3.2,5,0,-1,3,2,2,-1
O=C(C[C@@H]1C/C=C\CCCC(=O)OC[C@@H]2CCCN2C1=O)NCCO,.,.,3,.,2,.,5,.,3
CCOC(=O)N1CCN(Cc2ccccc2Cl)CC1,-1,.,7,0,-4,-2,6,-5,87*
CC1Sc2ccc(S(=O)(=O)CCC(=O)Nc3ccccc3Cl)cc2NC1=O (configuration not stated),2,-1.1,0,0,-1,1,-1,-1,3
COc1ccccc1/C=C/C(=O)Oc1cccc2cccnc12,6,0.9,3,2,0,3,0,15,-3
N#Cc1nc(-c2ccccc2F)oc1N1CCCC1,3,-0.5,4,1,8,2,2,9,5
O=C(COC(=O)c1cccnc1Cl)Nc1cccc(S(=O)(=O)N2CCOCC2)c1,.,.,-1,.,0,.,3,.,-2
O=[N+]([O-])c1ccc(CSc2ncnc3ccccc23)cc1,0,-0.5,8,0,1,5,0,1,-6
CSc1nccc(N/N=C/c2ccccc2)n1,8,-2.7,0,3,-3,3,4,-1,3
COC(=O)c1ccc(CSc2nccn2C)cc1,-1,2.4,3,2,1,3,3,0,0
O=C(Nc1ccc(S(=O)(=O)N2CCOCC2)cc1)c1ccc([N+](=O)[O-])cc1Cl,0,3.1,2,3,0,1,7,5,2
Cc1cccc(NC(=S)NCCc2ccc(S(N)(=O)=O)cc2)c1C,0,-1.3,0,-5,-2,4,1,8,0
O=C(COc1ccc2c3c(c(=O)oc2c1)CCC3)NC1CCCCC1,-3,-2.9,3,4,-5,-4,5,-4,7
COc1ccc(NC(=O)CCCCCN2C(=O)c3ccccc3C2=O)c(OC)c1,2,0.3,9,0,11,6,3,8,6
N#C/C(=C\c1cc(Cl)cc(Cl)c1O)C(=O)NC1CCCCC1,7,-2.6,22,3,5,29,6,30,19
CC(C)C(NC(=O)c1ccc(C(C)(C)C)cc1)C(=O)NCC(c1ccccc1)N(C)C (configuration not stated),1,-2.5,6,3,4,6,9,2,4
COc1ccc2[nH]c(C(=O)O)c(CCNC(C)=O)c2c1,-2,2.4,-2,0,0,6,0,0,2

# New compounds follow:
SMILES,PME-1 inh,MEX-5 binding,pPAFAH FP inh,Fam108B inh,AHR act,BCLXL inh,PAFAH1B2 FP inh,MCL1-BIM inh,GLD-1 TGE inh
COc1cc2c3c(c1)C1(C(=O)N3C(C)(C)C=C2C)C(C#N)=C(N)Oc2cc(O)ccc21 (configuration not stated),-4,-0.7,3,0,93*,8,0,14,6
CCc1ccccc1-n1c(SCC(=O)N2CCCC2)nnc1-c1ccccn1,2,2.5,3,3,-1,2,-6,-7,1
Cc1cc(C)n(/N=C/c2cc(Cl)cc(Cl)c2O)c(=O)c1,-4,0.9,2,-2,1,10,3,1,2
COc1ccc(N(CC(=O)N2CCN(Cc3ccc4c(c3)OCO4)CC2)S(=O)(=O)c2ccc(F)cc2)cc1,7,-1.9,3,2,-2,4,0,6,-3
CN(C1(C)CCS(=O)(=O)C1)S(=O)(=O)c1ccc(F)cc1 (configuration not stated),1,-1.2,2,0,0,-1,1,-2,0
COc1cccc(CN2CCN(C(=O)CC(C)C)CC2)c1,2,-0.8,3,-1,-1,-5,0,1,9
Cc1ccc(S(=O)(=O)N2CCCC2CNC(=O)c2ccccc2)cc1 (configuration not stated),-1,-0.6,4,0,-2,3,3,2,-3
CCOc1cc(C2C(C(=O)N3CCCCC3)=C(C)NC3=C2C(=O)CC(C)(C)C3)ccc1O (configuration not stated),0,-0.3,-2,2,-1,6,0,9,4
O=C(O)c1ccc(Br)c(S(=O)(=O)N2CCCC2)c1,1,0.5,0,5,-2,6,5,2,6
Cc1csc(=O)n1CC(=O)OCC(=O)N(CC(C)C)c1c(N)n(Cc2ccccc2)c(=O)[nH]c1=O,-5,-2.3,2,0,1,-2,-5,-5,4
COc1cc(CN2CCN(c3cccc(C)c3C)CC2)cc(OC)c1O,2,-1.1,4,2,3,3,-1,0,7
COc1ccc(OCCCN2CCCC(C)C2)cc1 (configuration not stated),3,-1.1,0,0,0,3,1,-2,-3
O=c1c2ccccc2oc2ccc(Oc3ccccc3)cc12,-8,-1.6,6,-4,-6,4,-1,6,7
COc1ccc(C2=CC3=C(Br)C(=O)C(C)(OC(=O)c4ccco4)C(=O)C3=CO2)cc1 (configuration not stated),-3,-48*,23,10,2,42*,10,54*,20
CCN1CCN(CCNC(=O)c2ccc3c(c2)NC(=O)/C(=C\c2ccc(OC)c(OC)c2)S3)CC1,11,-9.9,12,2,5,9,7,0,-3
COc1cccc(N(CC(=O)NC2CCCC2)C(=O)Cn2nnc(-c3ccc(C)o3)n2)c1,2,0.5,10,-1,0,3,6,5,2
CCC(C)(C)C1CCc2[nH]nc(C(=O)NN)c2C1 (configuration not stated),-1,2.1,-3,1,1,-1,7,-2,6

# Screening results: PubChem, several laboratories

# The list is partial (hit frequency here may not be typical).
